SW480 rerep: DNA re-replication induction in SW480 cells; SW480 DNA re-replication, Hoechst DNA content imaging, 48 h; Potency, µM (doses to about 46.1 µM), for inactives: top-dose re-replication activation, actives largely listed as activators; 1.8% of 340,000 active; further: potency means the concentration at half of the fitted maximal effect; % of control where 0% means no effect; nearly all actives have a fitted effect of over 55% in size
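Cells (250 per well) received 23 nL compound or DMSO by pin tool and were kept 48 hr at 37 C, 5% CO2. Nuclei were then stained with Hoechst for 40 min and scanned for DNA content.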
ATXN2 expr inh: inhibitors of ATXN2 expression; Potency, µM (titrated, usually from 57 µM), for the others: at the top dose activity change, negative = inhibition, actives largely listed as inhibitors; HEK-293 ATXN2-luciferase reporter, luminescence, 24 h; 0.72% of 360,000 active; further: potency means the concentration at half of the fitted maximal effect; on the % scale 0 is the no-effect control and ±100 the full control effect; nearly all actives have a fitted effect of over 55% in size
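ATXN2-luciferase reporter cells (luciferase flanked by upstream and downstream ATXN2 gene portions) were treated 24 h at 37 °C with compounds at up to 57 uM. SteadyGlo luminescence gave expression; GF-AFC fluorescence gave viability.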
HT1080 IDH1KD tx: HT-1080 IDH1 knockdown cell toxicity (counter line); 2% of 360,000 active; AID 686971; Potency, µM (titrated, usually from 46.1 µM), for inactives: at the highest dose activity, negative = toxicity, hits mostly cytotoxic; HT-1080 IDH1 knockdown viability, ATP luminescence, 48 h;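 further: potency means the concentration at half of the fitted maximal effect; 0% = DMSO wells and -100% = cell-free medium wells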
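Luminescent ATP read-out (CellTiter-Glo, 10 min at room temperature) after 48 h compound exposure at 37 °C gave viability of IDH1-knockdown HT-1080 cells. Activity was normalised to DMSO and cell-free wells, then fitted as concentration-response curves.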
KB-3-1 tox: KB-3-1 parental cell cytotoxicity. KB-3-1 viability, CellTiter-Glo ATP luminescence, 72 h. Potency, µM (doses to about 46.1 µM), inactives show at the highest dose activity change, negative = cytotoxic, hits mostly cytotoxic. 1.4% of 400,000 active. AID 1347075; further: potency means the concentration at half of the fitted maximal effect; on the % scale 0 is the no-effect control and ±100 the full control effect; nearly all actives have a fitted effect of over 60% in size
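Viability of parental KB-3-1 cells, measured by CellTiter-Glo luminescence, followed a 72 h incubation at 37 °C with pinned compounds in phenol-red-free DMEM containing 10% FBS.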
MCF10A rereplic: DNA re-replication induction in MCF 10a cells. AID 624296. 2.9% of 350,000 active. Potency, µM (series often up to 46.1 µM), inactives show top-dose activity, positive = re-replication, most hits filed as activators. MCF 10A DNA re-replication, Hoechst nuclear intensity, 48 h; further: potency means the concentration at half of the fitted maximal effect; % of control where 0% means no effect; nearly all actives have a fitted effect of over 50% in size
WRN helicase inh: inhibitors of human WRN helicase; AID 651768; Q14191; 0.46% of 360,000 active; Potency, µM (top dose mostly 114 µM), for the others: at the top dose activity change, negative = inhibition, most hits filed as inhibitors; WRN helicase unwinding, fluorescent forked duplex, kinetic; further: potency means the concentration at half of the fitted maximal effect; on the % scale 0 is the no-effect control and ±100 the full control effect; nearly all actives have a fitted effect of over 55% in size
Target sequence (Q14191 whole entry, looked up): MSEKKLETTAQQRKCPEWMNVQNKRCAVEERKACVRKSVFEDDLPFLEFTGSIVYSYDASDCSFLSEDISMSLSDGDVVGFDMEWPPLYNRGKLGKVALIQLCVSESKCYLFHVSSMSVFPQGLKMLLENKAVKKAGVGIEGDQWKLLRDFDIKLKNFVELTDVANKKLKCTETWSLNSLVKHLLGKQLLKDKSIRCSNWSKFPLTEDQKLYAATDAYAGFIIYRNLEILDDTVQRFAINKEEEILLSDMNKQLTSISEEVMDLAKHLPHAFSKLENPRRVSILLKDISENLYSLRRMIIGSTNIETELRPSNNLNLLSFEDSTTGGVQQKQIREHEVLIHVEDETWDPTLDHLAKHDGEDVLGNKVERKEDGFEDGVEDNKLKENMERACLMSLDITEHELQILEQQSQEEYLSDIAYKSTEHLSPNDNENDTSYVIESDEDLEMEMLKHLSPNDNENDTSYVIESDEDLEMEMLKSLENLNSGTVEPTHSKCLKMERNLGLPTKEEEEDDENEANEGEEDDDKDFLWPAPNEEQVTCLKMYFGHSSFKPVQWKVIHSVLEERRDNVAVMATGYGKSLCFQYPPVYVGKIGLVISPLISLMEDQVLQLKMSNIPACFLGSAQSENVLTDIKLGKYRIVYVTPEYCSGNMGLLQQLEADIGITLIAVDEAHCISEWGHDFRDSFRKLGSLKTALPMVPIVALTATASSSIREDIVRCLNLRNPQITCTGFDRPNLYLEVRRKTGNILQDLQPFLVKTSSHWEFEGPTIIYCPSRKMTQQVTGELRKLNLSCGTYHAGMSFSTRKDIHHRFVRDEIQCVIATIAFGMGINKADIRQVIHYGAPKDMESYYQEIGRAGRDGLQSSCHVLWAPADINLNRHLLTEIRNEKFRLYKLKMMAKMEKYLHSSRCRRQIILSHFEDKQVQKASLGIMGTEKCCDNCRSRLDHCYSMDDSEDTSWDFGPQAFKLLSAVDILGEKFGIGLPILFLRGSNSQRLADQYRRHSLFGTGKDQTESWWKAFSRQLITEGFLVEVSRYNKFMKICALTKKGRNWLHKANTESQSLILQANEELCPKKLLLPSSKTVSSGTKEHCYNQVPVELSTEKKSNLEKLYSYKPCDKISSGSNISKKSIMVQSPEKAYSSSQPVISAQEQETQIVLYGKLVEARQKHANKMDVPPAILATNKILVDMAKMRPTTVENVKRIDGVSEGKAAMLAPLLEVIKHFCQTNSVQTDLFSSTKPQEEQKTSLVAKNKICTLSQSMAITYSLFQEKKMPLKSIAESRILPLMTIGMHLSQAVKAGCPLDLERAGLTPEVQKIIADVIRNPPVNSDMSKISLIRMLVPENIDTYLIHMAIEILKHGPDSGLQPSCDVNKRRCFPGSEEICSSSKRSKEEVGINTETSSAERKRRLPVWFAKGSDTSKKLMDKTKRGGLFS
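WRN at 20 nM final preincubated with compound 15 min at room temperature; reaction started with 100 nM fluorophore/quencher forked duplex oligonucleotide and 2 mM ATP final. Unwinding followed kinetically by red fluorescence (ex 525, em 598 nm).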
HT1080-NT tox: kills 2HG-producing HT-1080-NT fibrosarcoma cells | Potency, µM (top dose mostly 46.1 µM), for inactives: at the highest dose activity, negative = less viability, most hits filed as cytotoxic | HT-1080-NT fibrosarcoma viability, CellTiter-Glo ATP luminescence, 48 h | 1.6% of 360,000 active | AID 686970;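 further: NT is the 2HG producing partner of a matched IDH1 knockdown line; potency means the concentration at half of the fitted maximal effect; 0% = DMSO-treated cells and -100% = media-only wells without cells; nearly all actives have a fitted effect of over 55% in size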
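Toxicity toward the 2HG-producing NT line was scored as %Activity, normalised to DMSO and no-cell wells, from CellTiter-Glo luminescence after 48 hours' treatment.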
IL-1B inflam inh: inflammasome signaling inhibition, IL-1 beta readout. activity change, % at 57.5 µM. AID 743279. 4.7% of 360,000 active. THP-1 LPS/ATP IL-1B secretion, AlphaLISA, 16 h; active compounds read low; in the data active means activity change below about -50%; inconclusive means mostly about -30% to -49%; further: on the % scale 0 is the no-effect control and ±100 the full control effect
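Secreted IL-1B measured by AlphaLISA bead assay after 16 h compound exposure of THP-1 cells; compounds (final up to 57.5 uM) added 1 h before LPS (250 ng/mL) and ATP (1.25 mM) stimulation; lower signal means less secretion.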
KB-V1 cytotox: KB-V1 MDR subline cytotoxicity | KB-V1 MDR cells viability, CellTiter-Glo, 72 h | Potency, µM (titrated, usually from 46.1 µM), for the others: at the top dose activity change, negative = cytotoxicity, most hits filed as cytotoxic | 3.4% of 400,000 active; further: potency means the concentration at half of the fitted maximal effect; on the % scale 0 is the no-effect control and ±100 the full control effect; nearly all actives have a fitted effect of over 60% in size
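qHTS viability screen in drug-selected KB-V1 MDR cells: 72 h compound treatment at 37 degrees C, ATP luminescence end point.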
An asterisk follows results filed as active; u = inconclusive; x = no result given; [ ] = remark or other dose. Unless noted, the call rests on the fitted dose curve; in most records, active means well fitted curve in the direction sought with a large enough effect; inconclusive means small, poorly fitted or top-dose-only effect, or another doubt; inactive means no such curve, though single readings can be large; an effect the other way counts as inactive or inconclusive.

Molecule	SW480 rerep	ATXN2 expr inh	HT1080 IDH1KD tx	KB-3-1 tox	MCF10A rereplic	WRN helicase inh	HT1080-NT tox	IL-1B inflam inh	KB-V1 cytotox
COc1ccc(N=Cc2c(O)c3ccccc3oc2=O)cc1	-17%	14%	u	0%	29%	u	u	12	13%
CCC1CCCCN1C(=O)CSc1nnc(CNC(=O)c2cc(OC)c(OC)c(OC)c2)o1 (centres undefined)	-1%[9.22 µM]	7%	-5%	-7%	-12%	10%	-4%	28	14%
C=CCn1c(SCC(=O)N(CC)C2CCS(=O)(=O)C2)nc2sc3c(c2c1=O)CCC3 (centres undefined)	1%	-19%	4%	3%	-7%	4%	11%	u	-11%
O=C(NC(Cc1ccccc1)C(=O)O)OCC1c2ccccc2-c2ccccc21 (centres undefined)	-12%	3%	-9%	1%	17%	15%	-4%	57	12%
COc1ccccc1Cc1c(-c2ccc(Cl)cc2)nc2c(C)cc(Br)cn12	x	u	u	16µM*	x	-13%	u	0	u
Cc1cccc(-c2nc(CS(=O)CC(=O)NC(C)CCc3ccccc3)c(C)o2)c1 (centres undefined)	5%	-6%	12%	2%	u	-9%	-1%	u	-9%
Cc1ccc(S(=O)(=O)/N=C/c2cc(Br)ccc2O)cc1	1%	x	5%	0%	1%	-9%	-1%	-6	-7%
O=C(Nc1ccc(N2CCOCC2)cc1)C1CC1	-1%	9%	21%	4%	6%	1%	u	-6	-7%
Cc1ccc(SCc2cc(=O)[nH]c(N3CCOCC3)n2)cc1	1%	-2%	-1%	0%	-1%	-12%	-2%	38	14%
Cc1cc(C)c(C)c(S(=O)(=O)N2CCC(C(=O)N3CC(C)CC(C)C3)CC2)c1C (centres undefined)	7%	-17%	-10%	-28%	u	3%	-2%	-75*	u
COc1ccc(C)cc1NC(=O)CSc1nc(SC)ns1	-3%	10%	-3%	5%	15%	-11%	-10%	0	-2%
Cc1ccc(-c2nc(NC(=O)c3nn(C)cc3[N+](=O)[O-])sc2C)cc1C	1.5µM*	u	4.1µM*	u	u	-2%	21µM*	-119*	15µM*
CCCNC(=O)C1(CC2CC(c3ccccc3)=NO2)CCN(C(=O)c2cc(OCC)c(OCC)c(OCC)c2)CC1 (centres undefined)	-17%[9.22 µM]	2%	0%	28%	3%	-1%	-5%	u	-16%
C=C1SC(Nc2c(C)cc(C)cc2C)=NC12CCCCC2	u	-10%	0%	-4%	u	0%	-1%	-69*	-9%
O=C(CSc1nnc2n1CCCN2)c1ccc(Cl)cc1	-5%	6%	26%	0%	-3%	-28%	10%	-1	-24%
CCCc1cc(=O)[nH]c(SCC(=O)N(C)CC(=O)Nc2ccccc2CC)n1	0%	-2%	7%	6%	0%	4%	13%	9	2%
COc1cccc(-c2nc(N3CCN(Cc4ccccc4)CC3)c3ccccc3n2)c1O	-3%	9%	-3%	-3%	-2%	-6%	0%	34	-7%
O=C(NCc1ccc(Br)cc1)OC1CC2CC1[C@H]1CCCCN1C2=O (some centres undefined)	x	-9%	2%	27%	x	4%	3%	1	-22%
COc1ccc(NC(=O)c2ccc(-n3cncn3)c([N+](=O)[O-])c2)cc1OC	-4%	4%	10%	-3%	-1%	-10%	5%	-9	16%
O=C(Cc1ccc(NC(=O)C2CCN(C(=O)c3ccccc3)CC2)cc1)Nc1ccc(C(=O)N2CCOCC2)cc1	-1%[9.22 µM]	4%	-4%	u	-5%	-3%	12%	-3	26%
COc1ccc(/C=N/NC(=S)NCC2CCCO2)cc1 (centres undefined)	-2%	8%	0%	1%	1%	1%	1%	5	4%
Cc1cc(NC(=O)c2ccccc2C)no1	0%	22%	-4%	-17%	u	8%	0%	-8	-20%
CC1(C(=O)NNC(=O)c2ccc(=O)oc2)CC1Br (centres undefined)	u	-3%	7%	2%	u	u	0%	x	-2%
Nc1cnc(Nc2ccc(Br)cc2)nc1N	-13%	x	-1%	0%	0%	8%	5%	-7	1%
O=C(Oc1cccc(-n2cnnn2)c1)c1ccco1	-5%	-9%	1%	-4%	-1%	-14%	11%	0	0%
CN(C)CCOc1ccc(-c2c(-c3ccccc3)sc3ccccc23)cc1	u	20µM*	u	u	u	-3%	u	u	u
Cc1ccc(C(=O)/C=C/Nc2ccccc2C(N)=O)cc1	-1%	-32%	-13%	u	2%	-6%	-22%	-23	0%
COc1ccc(NC(=O)Cn2ncn3c(cc4ccccc43)c2=O)c(OC)c1OC	-10%	x	3%	-5%	u	-4%	4%	15	-9%
COc1ccc(CN(CC(=O)NCC2CCCO2)C(=O)CNS(=O)(=O)c2ccccc2)cc1 (centres undefined)	-9%	2%	3%	4%	-7%	7%	5%	3	0%
O=C(/C=C/c1ccc(Cl)cc1Cl)NCCSCc1ccccc1	1%	13%	16%	10%	u	-7%	11%	-96*	-7%
O=C1CCC/C=C\C[C@@H](CC(=O)N(CCO)Cc2ccccc2)C(=O)N2CCC[C@H]2CO1	-12%	4%	11%	3%	u	-1%	15%	-1	2%
CCCc1nc2ccc(NC(=O)c3cccs3)cc2c(=O)n1Cc1ccccc1Cl	-12%	-7%	17%	-7%	u	-22%	8%	-14	0%
CCOC(=O)CNC(=O)CSc1nc2cccnc2n1C	1%	2%	-1%	-3%	7%	-5%	-5%	4	9%
COc1cc2cc(C)c(SCC(=O)N3CCN(C(=O)c4ccco4)CC3)nc2cc1OC	-5%	-3%	1%	23%	u	-1%	3%	u	-5%
COc1cccc(CN2CCC(C(=O)Nc3ccc(-c4cccc(C)c4)cc3)CC2)c1O	1%	u	u	14%	u	16%	u	0	u
Cc1cnc(CNC(=O)CC2C(=O)NCCN2Cc2ccccc2F)cn1 (centres undefined)	8%	5%	-1%	2%	2%	7%	u	-16	u
COc1ccc(C)cc1NC(=S)NNC(=O)c1ccccc1Cl	-12%	11%	u	8%	-8%	1%	u	28	-3%
O=C(COC(=O)c1ccc2c(c1)S(=O)(=O)N=C1CCCCCN12)NCc1cccs1	-7%	12%	4%	13%	-4%	0%	3%	-2	3%
Cn1c(CNc2ccc(O)cc2)nc2ccccc21	-5%	22%	-24%	-3%	-2%	4%	-11%	12	19%
Cc1ccc(C)c(N(CC(=O)N/N=C/c2ccc(-c3ccc([N+](=O)[O-])cc3)o2)S(=O)(=O)c2ccccc2)c1	-2%	-19%	-4%	-7%	14%	-21%	-3%	-14	-29%
Cc1ccc(Oc2ncccc2NC(=O)CCCC(=O)O)c2c1CCC2	-71%[inhibitor]	-17%	8%	0%	-2%	4%	4%	12	3%
Cc1ccc(-c2csc(N3CCC(C(N)=O)(N4CCCCC4)CC3)n2)cc1	-5%	-12%	7%	22%	1%	4%	6%	29	17%
CC1CCCCC1NC(=O)c1cc2c(s1)CS(=O)(=O)C2 (centres undefined)	18%	0%	3%	1%	u	-6%	8%	-7	-10%
O=C(Nc1cccc(S(=O)(=O)N2CCCCC2)c1)C1=NN(c2ccccc2)C(=O)CC1	0%	x	-8%	-18%	16%	0%	-14%	1	-11%
CCC1C(O)=C(c2ccccn2)C(=N)N1c1ccccc1 (centres undefined)	18µM*	11%	0%	-3%	13µM*	-7%	0%	3	-19%
CC(=O)Nc1ccc(C(=O)CN2CCN(c3ccccc3)CC2)cc1	-2%	3%	11%	2%	-13%	5%	6%	1	8%
COc1cc(C(=S)N2CCC(Cc3ccccc3)CC2)ccc1OCC(N)=O	9%	-27%	-17%	1%	0%	4%	-17%	60	18%
O=C(NCc1ccc(F)cc1)c1cc2c(s1)CS(=O)(=O)C2	7%	x	5%	0%	u	0%	2%	10	19%
O=[N+]([O-])c1cccc(NC(=S)NCCc2ccccc2)c1	-3%	-12%	-4%	u	1%	-24%	6%	u	u
CCCc1nc2ccc(C)cn2c1Cc1ccc(OC)cc1C	x	13%	-29%	-4%	x	10%	-25%	5	1%
Cc1c(OCc2nn[nH]n2)ccc2c(-c3ccccc3)cc(=O)oc12	-18%	-5%	0%	21%	-1%	-17%	-1%	-1	-18%
O=C(CCCN1C(=O)/C(=C/c2ccco2)SC1=S)Nc1cccc(C(=O)O)c1	-4%	15%	3%	3%	-2%	35µM*	0%	11	18%
O=C(Nc1ccc(Br)cc1)c1cnc[nH]1	-6%	26%	1%	-5%	-4%	-2%	0%	22	0%
COc1cc(/C=N/n2c(C)nnc2C)cc(OC)c1OC	-13%	21%	3%	10%	-3%	6%	5%	0	10%
COc1ccc2cc(C(=O)C3CCCN(C(=O)c4csnn4)C3)ccc2c1 (centres undefined)	8%[1.84 µM]	-1%	12%	17%	-12%	-1%[57.1 µM]	15%	-1	-6%
COCCNC(=O)CN(C(=O)CCC(=O)Nc1ccccn1)c1ccccc1F	u	u	23%	0%	-47%[inhibitor]	-4%	13%	-22	6%
Cc1nc(CC(=O)N2CCN(S(=O)(=O)c3ccccc3C#N)CC2)cs1	0%	-16%	-4%	1%	-1%	-5%	-8%	24	0%

Copied from the results shown (2 entries):
Molecule	SW480 rerep	ATXN2 expr inh	HT1080 IDH1KD tx	KB-3-1 tox	MCF10A rereplic	WRN helicase inh	HT1080-NT tox	IL-1B inflam inh	KB-V1 cytotox
COCCNC(=O)CN(C(=O)CCC(=O)Nc1ccccn1)c1ccccc1F	u	u	23%	0%	-47%[inhibitor]	-4%	13%	-22	6%
Cc1nc(CC(=O)N2CCN(S(=O)(=O)c3ccccc3C#N)CC2)cs1	0%	-16%	-4%	1%	-1%	-5%	-8%	24	0%

High-throughput results from PubChem.

The order is random; any-hit rate near 12%.
